sPLA2-III inh = Inhibits HGIII-sPLA2 liposome hydrolysis, primary screen; Q9NZ20; QFRET BODIPY PC-A2 liposome hydrolysis, fluorescence; inhibition, % at 12.2 µM; 370,000 tested, 0.56% active; AID 743126;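 active = inhibition above mean plus 3 SD of compounds lying within the high and low control bounds, cut at about 19% in these data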;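 also: 0% = median of test compound wells and 100% = no enzyme DMSO wells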
Target sequence (Q9NZ20 whole entry, looked up): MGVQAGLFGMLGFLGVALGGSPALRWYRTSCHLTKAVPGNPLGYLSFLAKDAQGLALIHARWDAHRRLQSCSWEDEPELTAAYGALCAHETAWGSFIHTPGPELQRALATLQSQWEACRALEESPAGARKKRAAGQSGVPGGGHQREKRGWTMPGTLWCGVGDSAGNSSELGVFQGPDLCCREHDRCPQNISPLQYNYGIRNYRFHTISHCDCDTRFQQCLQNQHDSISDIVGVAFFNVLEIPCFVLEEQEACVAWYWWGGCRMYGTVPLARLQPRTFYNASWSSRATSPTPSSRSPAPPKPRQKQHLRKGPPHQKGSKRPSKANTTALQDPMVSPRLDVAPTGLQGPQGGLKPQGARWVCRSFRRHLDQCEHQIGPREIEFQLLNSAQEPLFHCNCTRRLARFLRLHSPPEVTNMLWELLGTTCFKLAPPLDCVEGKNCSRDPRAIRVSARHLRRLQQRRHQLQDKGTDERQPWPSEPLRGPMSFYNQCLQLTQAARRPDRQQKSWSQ
GC-B act = GC-B (human) receptor activation; activation, % at 10 µM; 370,000 tested, 0.11% active; HEK293-GC-B cells, CNP EC30, cGMP TR-FRET; 0% at EC30 CNP, 100% saturating CNP; P20594; AID 1920062;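 active = activation at 10 µM reaching about 35% in either raw or pattern-adjusted values, limit read from the data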
ADAM10 inh = ADAM10 inhibition, QFRET primary screen. O14672. AID 720582. 370,000 tested, 0.62% active. inhibition, % at 7 µM. recombinant ADAM10, EDANS/DABCYL FRET peptide cleavage, 3 h;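 active = inhibition above a per-campaign cutoff equal to the mean of compounds falling between control-based bounds plus 3 SD, cut at about 20% in these data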;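 also: 0% = DMSO wells while the 100% control is not disclosed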
NPR1 activator = GC-A (human) enzyme activation; P16066; HEK293 GC-A cells, cGMP TR-FRET, EC30 ANP; 0% at EC30 ANP, 100% saturating ANP; activation, % at 10 µM; 370,000 tested, 0.14% active; in the data active = activation above about 40%
rCAG RNA binder = molecules binding r(CAG) RNA repeats; r(CAG) RNA repeat, TO-PRO-1 dye displacement fluorescence; 370,000 tested, 1.3% active; inhibition, % at 3 µM;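 active = inhibition above the plate cutoff, the mean of all test compounds on that plate plus 3 SD, cut at about 35% in these data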;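 also: 0% = DMSO alone and 100% = 100 µM mitoxantrone as full dye displacement; higher means more dye released from RNA so lower well fluorescence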
ARFGAP1 inh = inhibits rat ARF GTPase activating protein 1; AID 651572; Q62848; Arfgap1-stimulated ARF1 GTP hydrolysis, GDP FP detection; 360,000 tested, 0.26% active; inhibition, % at 16.5 µM;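 active = inhibition above a per-plate limit, mean inhibition of low control wells plus 3 SD, cut at about 25% in these data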;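 also: 0% = DMSO wells with enzyme and 100% = wells lacking Arfgap1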
Target sequence (Q62848 1-136 limits assumed): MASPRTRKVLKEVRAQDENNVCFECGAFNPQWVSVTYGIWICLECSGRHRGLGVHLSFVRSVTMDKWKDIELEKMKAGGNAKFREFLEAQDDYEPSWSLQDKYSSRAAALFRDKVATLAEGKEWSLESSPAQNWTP
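Material: rat Arfgap1 catalytic domain, aa 1-136; also added: human ARF1(Δ1-17)-GTP substrate; compound dosing: one concentration, 16.5 µM, DMSO 1.26%; incubation: GTP hydrolysis reaction 2 h at 25 °C; measured by: Tracer-displacement fluorescence polarization with EDTA stop, 620/688 nm; evaluation: % inhibition from polarization; repeats: one replicate per compound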
proKLK7 act = activates the human kallikrein-7 zymogen; purified proKLK7, EDANS-DABCYL substrate fluorescence; 100% is mature enzyme control, 0% vehicle; activation, % at 7 µM; 370,000 tested, 0.9% active;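 active = activation above the mean of all tested compounds plus 3 SD, computed per campaign excluding outliers beyond control limits, cut at about 13% in these data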
Target sequence (P49862 whole entry, looked up): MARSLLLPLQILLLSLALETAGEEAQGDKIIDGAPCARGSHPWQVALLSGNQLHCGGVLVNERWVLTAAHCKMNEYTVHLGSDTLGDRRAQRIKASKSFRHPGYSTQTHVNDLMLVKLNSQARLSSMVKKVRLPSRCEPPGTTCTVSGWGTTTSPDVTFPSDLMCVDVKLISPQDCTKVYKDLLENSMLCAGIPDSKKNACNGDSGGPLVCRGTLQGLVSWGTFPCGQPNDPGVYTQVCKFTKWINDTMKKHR
DDE Tn6 FP inh = disrupts Tn6 cyclic peptide binding to fibrin D-Dimer-E complex. P02675. Fibrin DD(E) TRITC-Tn6 fluorescence polarization displacement. inhibition, % at 8.3 µM. 370,000 tested, 0.21% active. AID 720509;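 active = inhibition above a per-campaign cutoff: mean of compounds within control limits plus 3 SD, cut at about 15% in these data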;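 also: 0% = median of all compound wells on the plate and 100% = blocking peptide control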
ASAP1 inh = inhibitors of human ASAP1 ArfGAP activity; ASAP1-stimulated ARF1 GTP hydrolysis, GDP FP detection; inhibition, % at 16.5 µM; 360,000 tested, 0.19% active; in the data active = inhibition above about 25%;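 also: 0% = vehicle with enzyme and substrate and 100% = no enzyme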
FXN GAA850 act = activators of GAA850 frataxin (FXN) promoter | AID 540364 | activation, % at 6 µM | 360,000 tested, 0.56% active | HEK293 lucGAA850 FXN promoter luciferase reporter, 24 h; percent of 10 µM SAHA response;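 active = activation above the average of all compounds screened plus 3 SD, cutoff fixed separately per campaign, cut at about 7.5% in these data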;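 also: 0% = DMSO wells and 100% = 10 µM SAHA wells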
Numbers without * were called inactive; x = no result given.

SMILES	sPLA2-III inh	GC-B act	ADAM10 inh	NPR1 activator	rCAG RNA binder	ARFGAP1 inh	proKLK7 act	DDE Tn6 FP inh	ASAP1 inh	FXN GAA850 act
Cc1ccc(CCNS(=O)(=O)c2cc3c(cc2C)NC(=O)CO3)cc1	-11.9	-7.3	-3.8	-2.1	2.4	-7.6	0.2	-1.9	5.0	-0.7
CC(=Nc1ccc(O)cc1)c1sc2ccccc2c1O	-26.8	-4.5	-1.3	-1.6	4.9	-13.6	-0.8	12.8	-4.3	2.7
Cc1c([N+](=O)[O-])c2ccc(O)cc2n1-c1ccccc1	-29.9	1.8	7.0	0.4	6.6	-3.6	0.1	-1.1	6.8	-2.7
C=CCOc1ccccc1CNCc1cccnc1	-0.7	5.8	-5.9	1.8	-4.4	0.0	0.0	3.1	2.3	0.0
CN1C(=O)[C@H]2[C@@H](c3ccc(C(F)(F)F)cc3)N[C@]3(CCCN(CC4CCCCC4)C3=O)[C@H]2C1=O	-1.7	6.4	-12.2	4.9	-1.7	5.1	0.7	15.9*	-9.4	-2.8
COC(=O)c1ccccc1NC(=O)CN1CCOCC1	0.7	5.4	-2.2	4.7	-4.4	-2.6	-0.3	-0.6	-9.2	0.5
N#CCC(=O)N1CC2(CC(c3cccc(NC(=O)COc4ccc(Cl)cc4)c3)=NO2)C[C@@H]1C(N)=O (stereo not given in full)	-44.8	0.0	-5.6	2.0	12.7	5.7	0.6	6.5	-7.3	-0.5
Cc1ccc(NC(=O)C2OCCc3ccccc32)cc1 (stereo not given)	9.2	7.5	-6.0	3.4	-4.5	2.2	0.3	-8.5	-5.3	5.0
Nc1ccc(-n2nc(C(F)(F)F)cc2C(F)(F)F)cc1	17.5	5.0	-11.2	-3.7	-2.6	3.8	-1.0	3.2	8.4	-0.2
CCC(Oc1ccccc1)C(=O)Nc1nnc(S(=O)(=O)Nc2ccccc2)s1 (stereo not given)	-27.8	6.6	-6.2	-1.0	10.3	11.4	0.1	3.9	9.4	1.7
COc1ccc(CCN2C(=S)N(c3ccc(Cl)cc3)C(=O)C2CC(N)=O)cc1OC (stereo not given)	-45.0	-5.0	1.6	-3.2	2.9	6.2	-0.4	4.0	-1.0	-0.3
CCOC(=O)C1=C(C)C2C3C(=O)N(c4ccccc4C)C(=O)C3C1(C)C1C(=O)N(c3ccccc3C)C(=O)C21 (stereo not given)	-13.8	-2.9	0.0	-2.7	-0.7	-3.3	0.2	4.1	-7.0	-2.0
CCOC(=O)c1nc(Nc2ccccc2)c2ccccc2n1	-4.8	10.7	3.0	9.2	-2.7	5.2	0.2	2.7	-4.1	-1.2
CCN(Cc1ccc(OC)c(COC)c1)CC1CCCN(CCc2cccc(OC)c2)C1 (stereo not given)	11.3	-13.7	-6.4	-23.2	-5.4	-7.6	0.3	-4.3	-1.7	-0.1
CC(SCc1ccccc1)C(=O)Nc1ccc2c(c1)OCO2 (stereo not given)	2.8	1.2	2.0	-0.6	1.4	-8.5	0.0	-4.8	-7.9	2.6
COc1cc(OC)cc(C(=O)Nc2ccccc2-c2nnn(CC(=O)Nc3cc(C)on3)n2)c1	-8.1	-3.2	2.6	-7.0	5.8	25.0*	0.2	-8.9	10.3	-1.3
CN(CC(=O)Nc1ccccc1C(=O)NC1CC1)Cc1cccs1	9.5	4.6	-12.4	-3.4	4.8	0.5	-0.1	7.7	-4.4	2.1
CC(=O)NC1(C)CCC2CC1C(C)=NC2(C)C (stereo not given)	-4.5	4.9	-9.8	0.9	-1.1	-2.3	1.2	-4.1	-15.2	x
CCCN(CCC)c1ccc(CC(=O)NC(C)Cc2ccccc2)cc1 (stereo not given)	4.7	6.0	3.7	-2.5	-4.3	-4.4	0.5	9.9	-0.9	2.7
CCN(CC)CC(C)CNC(=O)CN1C(=O)CSc2ccc(S(=O)(=O)N3CCOCC3)cc21 (stereo not given)	10.1	5.2	-10.4	1.0	-4.9	0.9	-0.2	-0.7	-1.2	1.8

DDE Tn6 FP inh: entries above that show a hit
SMILES | sPLA2-III inh | GC-B act | ADAM10 inh | NPR1 activator | ARFGAP1 inh | proKLK7 act | DDE Tn6 FP inh | ASAP1 inh
CN1C(=O)[C@H]2[C@@H](c3ccc(C(F)(F)F)cc3)N[C@]3(CCCN(CC4CCCCC4)C3=O)[C@H]2C1=O | -1.7 | 6.4 | -12.2 | 4.9 | 5.1 | 0.7 | 15.9* | -9.4

Further compounds
SMILES	sPLA2-III inh	GC-B act	ADAM10 inh	NPR1 activator	rCAG RNA binder	ARFGAP1 inh	proKLK7 act	DDE Tn6 FP inh	ASAP1 inh	FXN GAA850 act
COCCNC(=O)C(c1ccc(C)cc1)N(Cc1ccco1)C(=O)CCC(=O)Nc1ccccn1 (stereo not given)	-4.8	1.5	9.0	-1.0	-5.1	-11.9	0.2	-2.8	-4.2	-1.8
O=C(CC1C(=O)N(c2ccc(F)cc2)C(=O)N1Cc1ccccn1)Nc1ccccc1 (stereo not given)	-2.4	4.2	4.0	2.6	4.7	-13.1	-0.7	4.2	7.9	-3.5
COc1ccc(S(=O)(=O)N(C)C[C@H]2Oc3ncc(-c4ccncc4)cc3C(=O)N([C@@H](C)CO)C[C@@H]2C)cc1	-7.0	-0.7	-3.6	3.2	1.8	24.5	0.1	-1.0	-1.8	-0.5
O=C1[C@@H]2C(c3ccccc3Cl)=NO[C@@H]2C(=O)N1Cc1ccccc1	2.8	0.1	-7.9	-0.9	2.3	6.9	-1.1	-1.3	0.9	-1.1
Cn1c(=O)c(C(=O)NNC(=O)c2ccccc2Cl)c(O)c2ccccc21	16.7	9.1	-6.9	2.4	1.6	0.1	-0.2	-2.7	-1.8	0.0
Cc1cc(NC(=O)COC(=O)CSCc2ccc(Cl)c(Cl)c2)no1	-7.6	-9.0	2.1	-5.8	-4.8	5.3	0.4	3.6	1.5	0.5
CS(=O)(=O)c1ccc(Nc2nc(C(N)Cc3ccccc3)cs2)cc1 (stereo not given)	15.9	-0.9	-12.8	1.5	6.4	2.6	0.5	-1.1	-16.0	-0.3
COc1ccc(OCC(O)Cn2ccnc2C)cc1 (stereo not given)	3.6	-0.9	4.1	7.5	-0.9	7.5	-0.4	3.7	5.5	-1.6
COc1ccc(C(=O)c2ccc(Cl)cc2Cl)cc1	8.9	1.3	12.9	1.1	-0.3	6.7	0.5	0.6	-5.9	2.0
O=C(CSc1nnc(-c2cccnc2)n1Cc1ccco1)Nc1ccc(F)cc1Cl	11.7	-1.4	-12.3	-5.0	5.8	x	-0.4	1.9	x	x
CCCCCN(C(=O)CCC(=O)OC(C)C(=O)c1ccc(Cl)cc1)c1c(N)n(CCCC)c(=O)[nH]c1=O (stereo not given)	-6.6	-0.5	-1.6	-0.1	-5.8	-4.3	0.5	3.8	-1.8	0.7
Cc1cccc(Cc2c(C)nc3c(C(=O)N4CCN(Cc5ccc6c(c5)OCO6)CC4)cnn3c2C)c1	-14.4	-1.2	-87.7	8.1	-3.1	-7.8	-0.1	2.1	3.3	-2.1
CCN(C(=O)Cn1c([N+](=O)[O-])cnc1C)c1ccccc1	10.1	-4.4	2.0	-2.8	0.0	-14.7	-0.3	3.6	-0.7	0.4
O=C1CSc2ccc(C(=O)N3CCCC(C(=O)N4CCCN(Cc5ccccc5)CC4)C3)cc2N1 (stereo not given)	2.2	-9.2	-0.1	-4.4	2.1	x	0.7	0.8	x	x
C/C(N)=C(/C#N)C(=O)CSc1ccccc1F	2.7	2.8	11.9	4.7	4.9	1.0	0.0	-2.9	1.4	6.1
CC(C)(C)NC(=O)C1C(c2ccc(C(F)(F)F)cc2)=Nc2ccccc2N1C(=O)c1cccc2ccccc12 (stereo not given)	2.6	-3.1	-18.9	-1.7	5.0	4.7	-0.4	11.4	-5.3	x
N#Cc1cc(Oc2ccccc2)c(-n2nnc3ccccc32)cc1C#N	11.5	0.2	-13.7	2.6	4.6	11.7	-0.2	-4.7	-2.2	3.3
Cc1ccc2c(c1)nnn2C1CCN(S(=O)(=O)c2ccc(C(=O)NC3CCCC3)cc2)CC1	-1.9	-11.2	-8.1	-11.2	-1.3	15.4	-0.3	-3.4	-2.6	-5.3
CSc1nnc(N2C(=O)C(O)=C(C(=O)c3ccco3)C2c2cccc(Cl)c2)s1 (stereo not given)	-16.9	-4.1	5.6	-1.0	31.1	5.2	-0.3	0.5	1.1	2.1
Cc1nnc(N/N=C/c2cccs2)[nH]c1=O	-3.1	1.0	3.3	-1.6	0.1	8.9	-1.0	-5.7	-16.9	2.7
O=[N+]([O-])c1cccnc1Sc1ccc(F)cc1	2.5	-0.8	-1.5	-1.2	-3.4	-8.0	-0.2	-4.0	-11.4	1.1
COc1cc(OC)c(C(=O)OCC(=O)Nc2ccc(S(=O)(=O)N3CCOCC3)cc2)cc1OC	-9.8	-3.1	8.1	-3.5	3.4	7.7	0.2	-10.0	-10.8	1.5
CN1CCN(C(=O)/C(=C/c2ccco2)NC(=O)c2ccccc2)CC1	3.2	1.6	-1.4	5.8	-0.4	-15.6	0.0	3.8	1.1	-0.4
COc1ccc(OC)c2[nH]c(=O)c(CCNC(=O)c3cc4ccccc4o3)cc12	-4.7	-1.2	-20.4	-8.0	8.1	5.5	-0.7	-6.2	-4.5	-0.1
O=C(NC1CCOC1)c1cc(COc2cccc(C(F)(F)F)c2)on1 (stereo not given)	-7.0	2.5	-4.3	4.4	-2.7	-1.4	-0.4	3.4	0.7	0.0
Cc1cccc(NC(=O)c2cc(-c3c(C)cc(C)cc3O)n[nH]2)c1	-7.6	0.9	-0.8	-3.2	2.8	7.5	-0.1	-0.1	-0.4	4.6
O=C1NCCOC(=O)[C@H](Cc2ccc(F)cc2)CC/C=C/C[C@H]1CC(=O)N(CCO)Cc1ccccc1	-4.1	-5.3	-2.5	-0.9	-10.0	1.9	0.2	9.0	4.2	0.4
CC/C(C)=C1\SC(N2CCN(c3cccc(C(F)(F)F)c3)CC2)=NC1=O	-7.7	-1.1	2.1	-1.6	-1.4	0.2	0.2	-7.2	3.4	0.9
COc1ccc(C(=O)N/N=C(\N)c2cc3ccccc3oc2=O)cc1	-4.7	-1.8	-4.7	0.6	1.1	-2.5	0.1	-2.5	4.5	-1.6
COc1cc(-c2nnc(CSc3nnc(Nc4ccc(Oc5ccccc5)cc4)s3)o2)cc(OC)c1OC	-10.5	-2.1	18.5	-5.7	14.5	6.0	0.3	-13.4	6.8	2.5
O=S(=O)(NCc1cccnc1)c1ccccc1	1.3	0.6	0.5	3.2	-2.4	1.4	0.0	3.9	-8.2	-1.8

Of the compounds above, these contain a nitro group on carbon.
SMILES	sPLA2-III inh	GC-B act	ADAM10 inh	NPR1 activator	rCAG RNA binder	ARFGAP1 inh	proKLK7 act	DDE Tn6 FP inh	ASAP1 inh	FXN GAA850 act
Cc1c([N+](=O)[O-])c2ccc(O)cc2n1-c1ccccc1	-29.9	1.8	7.0	0.4	6.6	-3.6	0.1	-1.1	6.8	-2.7
CCN(C(=O)Cn1c([N+](=O)[O-])cnc1C)c1ccccc1	10.1	-4.4	2.0	-2.8	0.0	-14.7	-0.3	3.6	-0.7	0.4
O=[N+]([O-])c1cccnc1Sc1ccc(F)cc1	2.5	-0.8	-1.5	-1.2	-3.4	-8.0	-0.2	-4.0	-11.4	1.1

From PubChem BioAssay
